# Screening results (PubChem BioAssay)
# HEK293 NFkB inh: inhibitors of the PMA/ionomycin-induced NF-kB reporter in HEK293 cells; HEK-293 NF-kB luciferase reporter, luminescence; 62,000 tested, 0.21% active; inhibition, % at 3 µM;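 active means inhibition above the mean of all tested compounds plus 3 SD, cut at about 40% in these data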;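 further: 0% = stimulated DMSO wells and 100% = 10 µM reference inhibitor 5653914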
#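 Reagent: PMA plus ionomycin mix as NF-kB-activating stimulus. Assay system: NF-kB luciferase reporter HEK-293 cells. Technique: luminescence from luciferase substrate reagent. Incubation: 1 h compound pre-incubation, 16 h PMA/ionomycin at 37 °C. Benchmarks: DMSO only as uninhibited control, 10 µM reference inhibitor as full inhibition. Repeats: tested once.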
# M1 agonist: activates the M1 muscarinic receptor. CHO-M1 cells, Fluo-4 calcium fluorescence, agonist mode; hits give high values. B-score at 10 µM. 64,000 tested, 3% active;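 active means fluorescence rise, raw or as B-score row- and column-corrected plate score, outside the 99.7% band of its plate's samples, either direction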
# HER2 expr 66K: lowers expression of human Her2 kinase; P04626; SKBR-3 HER2 protein level, AlphaScreen, 18-24 h; hits give low values; HER2 level % of control, % at 10 µM; 65,000 tested, 0.69% active; AID 645;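 active means HER2 level under 5% of the carrier-only control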;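 further: 100% = DMSO carrier and 0% = 500 nM PU-H71 HSP90 inhibitor; lower value means stronger loss of Her2 protein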
# M1 antagonist: antagonists of rat M1 muscarinic receptor; P08482; CHO-M1 cells, Fluo-4 calcium, ACh EC80 antagonist mode; hits give low values; B-score at 10 µM; 64,000 tested, 3.4% active; AID 628;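 active means calcium fluorescence response, raw or row-and-column corrected B-score, differing from the plate sample mean either way at a set confidence level, mostly lower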
# S1P1 ag pot: S1P1 (human) agonism or agonism potentiation; P21453; S1P1 CRE-bla cells, forskolin, beta-lactamase FRET, potentiator mode; S1P1 agonist co-added at EC20, 2 nM; 100% = saturating reference agonist, 0% = basal; activation, % at 9.5 µM; 56,000 tested, 0.57% active;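 active means activation above a cutoff set at the mean activation of all tested compounds plus 3 SD, cut at about 54% in these data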;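 further: forskolin at 4 µM as EC80 and the EC20 agonist is SEW2871; 100% = SEW2871 at its EC100 plus forskolin at EC80; some compounds past the cut are filed as inactive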
# 5HT1E antag: antagonists of human 5-HT1E serotonin receptor; AID 571; 65,000 tested, 0.99% active; inhibition, % at 6 µM; P28566; CHO 5-HT1E Ga15 NFAT-bla reporter, FRET, antagonist;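 active means inhibition above a set limit, the mean inhibition across every tested compound plus 3 SD, cut at about 29% in these data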;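 further: signal is the 460 over 535 nm emission ratio of beta-lactamase substrate; 0% = agonist plus DMSO wells and 100% = wells without agonist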
# Target sequence (P28566 whole entry, looked up): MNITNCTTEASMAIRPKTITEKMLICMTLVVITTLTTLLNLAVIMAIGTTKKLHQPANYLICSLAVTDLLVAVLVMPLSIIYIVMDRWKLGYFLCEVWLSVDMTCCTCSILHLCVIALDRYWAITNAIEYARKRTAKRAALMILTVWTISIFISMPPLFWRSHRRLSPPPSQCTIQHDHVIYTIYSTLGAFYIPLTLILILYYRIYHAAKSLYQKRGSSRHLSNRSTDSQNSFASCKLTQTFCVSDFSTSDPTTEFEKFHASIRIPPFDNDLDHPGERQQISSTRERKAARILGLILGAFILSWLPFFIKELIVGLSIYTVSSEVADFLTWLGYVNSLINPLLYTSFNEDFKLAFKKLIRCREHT
# S1P3 ag: S1P3 (human) receptor agonism; Q99500; S1P3 NFAT-BLA reporter cells, FRET ratio; relative to 1 µM S1P, basal subtracted; activation, % at 4.5 µM; 60,000 tested, 0.1% active; AID 373;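 active means activation above the screen-wide mean plus 3 SD, cut at about 4.5% in these data, passing the limit was not always enough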; further: some compounds called inactive have numbers as strong as hits
# Target sequence (Q99500 whole entry, looked up): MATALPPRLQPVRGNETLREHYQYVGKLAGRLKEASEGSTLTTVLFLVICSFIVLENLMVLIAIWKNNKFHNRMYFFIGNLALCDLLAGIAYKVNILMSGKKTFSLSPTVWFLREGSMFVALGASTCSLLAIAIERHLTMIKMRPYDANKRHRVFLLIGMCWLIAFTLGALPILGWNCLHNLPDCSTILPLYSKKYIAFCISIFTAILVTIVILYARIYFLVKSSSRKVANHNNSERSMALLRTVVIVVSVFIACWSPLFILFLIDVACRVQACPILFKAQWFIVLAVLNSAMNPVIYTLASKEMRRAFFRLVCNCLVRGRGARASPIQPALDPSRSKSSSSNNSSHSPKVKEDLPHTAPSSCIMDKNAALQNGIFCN
#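 Benchmarks: high control 1 µM S1P / System: stable CHO line with human S1P3, Gα16, NFAT-BLA reporter / Dosing: single compound concentration, 4.5 µM final / Timing: 4 h compound at 37 °C, 2 h substrate at RT / Measured by: FRET β-lactamase substrate fluorescence, excitation 405 nm, 460/535 nm emission ratio, background-subtracted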
# HTR1E agonist: 5-HT1E (human) receptor agonism; P28566; 65,000 tested, 0.69% active; CHO 5-HT1E Ga15 NFAT-bla reporter, FRET; 0% DMSO wells, 100% control agonist wells; AID 574; activation, % at 6 µM;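 active means activation above a set limit, the screen-wide mean activation plus 3 SD, cut at about 8.5% in these data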;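 further: 100% = positive control agonist at 1 µM giving full maximal response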
# Jurkat viability: cytotoxic compounds reducing Jurkat cell viability; Jurkat E6.1 viability, ATP luminescence, 48 h; inhibition, % at 4 µM; 56,000 tested, 1.2% active; AID 463;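 active means inhibition above the mean inhibition of all tested compounds plus 3 SD, cut at about 28% in these data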
# The depositor's hits bear a star; . = no result given.
SMILES,HEK293 NFkB inh,M1 agonist,HER2 expr 66K,M1 antagonist,S1P1 ag pot,5HT1E antag,S1P3 ag,HTR1E agonist,Jurkat viability
CCn1c(COc2ccccc2C)nnc1SCC(=O)N1CCCCC1,1,0.32,82,-0.068,9,-8,0.5,0.5,1
CCOc1ccc(NC(=O)N2CC=C(n3c(=O)[nH]c4ccccc43)CC2)cc1,15,3.5*,96,-0.41,14,3,-1.3,-1.3,10
O=C(c1cc2c(s1)CCCC2)n1cccn1,7,0.74,80,0.81,44,-5,-0.3,-1.3,-4
COCCn1c(C)cc(C(=O)COC(=O)C23CC4CC(CC(O)(C4)C2)C3)c1C,-26,0.34,98,0.8,13,5,-0.8,-0.4,-4
Cc1cc(N2CCCN(C)CC2)nc2cc(Cl)ccc12,4,-1.3,113,-3.7*,0,-4,-1.7,4.2,6
CCc1cc2c(=O)n(Cc3ccco3)c(SCc3c(C)noc3C)nc2s1,22,-0.71,40,0.21,18,-6,0.7,0.6,88*
COC(=O)c1ccccc1NC(=O)c1cc2ncc(Br)cn2n1,-12,-0.009,85,-0.66,13,-5,0.3,1.0,-2
CC(=O)Nc1ccc(S(=O)(=O)N2CCN(c3cc(C)ccc3C)CC2)cc1,25,-0.44,54,-0.24,29,10,-0.7,-0.1,5
CC(=O)Nc1ccc(S(=O)(=O)c2c(N)n(CCN3CCOCC3)c3nc4ccccc4nc23)cc1,2,0.71,84,-0.0054,.,10,.,-0.1,.
CN1C2C=C3C(C#N)=C(N)C(C#N)(C#N)[C@@H](c4ccsc4)[C@@H]3C1CC2 (some centres undefined),.,3,83,0.26,22,3,2.4,-0.9,.
COc1ccc(CCNC2=NCCS2)cc1,21,0.62,109,-1.2,-4,-9,-1.2,-0.3,-1
CCOc1ccc(NC2CCN(C(C)=O)CC2)cc1,14,0.17,101,-0.95,-26,1,-1.0,0.0,1
Cc1noc(C)c1CSc1ccccc1C(=O)N1CCN(c2ccccc2)CC1,8,-0.63,311,0.34,.,-3,.,0.4,.
CC(C)N(Cc1nc(-c2ccccc2)no1)C(=O)c1ccc(Cl)cc1,4,0.63,89,-0.17,-8,9,-0.3,-0.1,-13
Oc1ccccc1N=Cc1ccc[nH]1,-6,0.23,103,-0.15,12,1,-0.8,-0.5,4
O=C(Nc1ccc(S(=O)(=O)N2CCCc3ccccc32)cc1)C1CCCO1 (centres undefined),16,0.36,113,-9.7*,7,-3,-1.3,0.4,-2
O=C(c1ccc(Br)o1)N1CCN(c2ccc(F)cc2)CC1,11,0.16,107,-0.0043,.,2,-0.8,1.0,-3
Cc1c(C)n(Cc2ccccc2)c2ncnc(N)c12,7,-2.3,87,-0.18,29,2,0.2,0.4,18
C=CCc1cc(OC)ccc1OCC(O)CN1CCN(c2ccc(OC)cc2)CC1 (centres undefined),4,-1.2,68,-0.63,-48,0,-0.6,-0.9,2
CCOC(=O)N1CCC(NS(=O)(=O)c2cc3c(cc2C)NC(=O)CO3)CC1,29,0.29,76,0.42,0,23,-1.3,-0.3,11
O=C1N(S(=O)(=O)c2ccccc2F)C(=O)C2(CCCC2)N1S(=O)(=O)c1ccccc1F,20,1.1,108,-0.9,8,-9,-0.2,-0.3,-3
CCOc1ccccc1C(=O)NCc1ccc2c(c1)OCO2,15,0.084,61,-0.21,.,4,-0.2,-0.6,-6
COc1ccc(C2/C(=C(\O)c3ccc4c(c3)OCCO4)C(=O)C(=O)N2CCCN(C)C)c(OC)c1 (centres undefined),16,-0.35,92,0.029,-13,-7,0.1,-0.3,-6
COc1ccccc1-c1cc(C(F)(F)F)nc(N2CCN(c3ccccc3)CC2)n1,9,0.61,100,0.41,.,8,.,0.0,.
CC1c2[nH]c3ccccc3c2CCN1C(=O)Nc1ccccc1 (centres undefined),12,-0.083,64,-0.67,15,5,0.0,0.6,-1
Cn1c(=NC(=O)c2cnccn2)sc2ccccc21,-10,1.3,107,-0.095,-6,-1,0.1,-0.5,-6
Cc1ccc(S(=O)(=O)N2CCOCC2)cc1C(=O)Nc1ccc(-c2cn3ccsc3n2)cc1,15,3.3*,86,-0.0062,0,-2,1.6,0.8,-2
CN(C)c1ccc(CNn2cnnc2)cc1,12,0.56,134,0.37,2,8,-1.4,-0.6,6
Cn1c(SCc2nnc(-c3ccccc3Br)o2)nc2sc3c(c2c1=O)CCC3,9,1.2,78,-0.2,11,12,0.3,0.1,-4
COc1ccc(C2/C(=C(/O)c3ccccc3)C(=O)C(=O)N2CO)cc1 (centres undefined),12,-0.097,92,0.26,-5,-7,-1.2,0.5,-11
CC(NCCO)C(=O)C12CC3CC(CC(C3)C1)C2 (centres undefined),14,-0.59,70,0.86,-12,5,-0.4,0.0,-1
COc1ccc(C(NC(=O)C(C)(C)C)NC(=O)C(C)(C)C)cc1,6,-0.099,97,0.16,9,11,-0.4,-0.7,11
C=CCSC1=NC(N)=C(C#N)C2(CCCCC2)C1C(N)=O (centres undefined),2,-0.34,106,0.059,-24,1,0.4,0.6,-4
COc1ccc(N2CCN(C(=O)CN(c3ccccc3)S(C)(=O)=O)CC2)cc1,12,0.41,89,0.25,24,2,-0.8,-1.0,6
Cc1nn(-c2ccccc2)c2c1P(=O)(O)/C(=C1\N(C)c3ccccc3C1(C)C)C=N2,9,-0.99,104,0.22,5,12,-0.1,0.7,4
CCn1c(NC(=O)c2cccs2)c(-c2cccs2)c(=O)c2ccccc21,20,0.44,69,-1.6,1,3,-1.3,-0.6,2
COc1cccc(CNC(=O)C2CCCN(c3nn4c(=O)cc(C)nc4s3)C2)c1 (centres undefined),18,-0.67,100,0.068,-3,0,-1.2,0.0,-1
COc1cccc(OC)c1C(=O)Nc1ccccc1N1CCCC1,18,-0.45,102,-0.25,17,-3,-1.2,-0.5,-3
Cn1c(=N)n(CC(O)c2cccc3ccccc23)c2ccccc21 (centres undefined),11,0.25,69,-1,13,3,-0.9,-0.5,7
COc1ccc(OC)c(NC(=O)c2ccc(CN3CCOCC3)cc2)c1,9,.,94,.,-14,1,-0.7,-0.6,-2

# Entries of single compounds, quoted from the list. Order of screens: HEK293 NFkB inh, M1 agonist, HER2 expr 66K, M1 antagonist, S1P1 ag pot, 5HT1E antag, S1P3 ag, HTR1E agonist, Jurkat viability
# CCOc1ccc(NC2CCN(C(C)=O)CC2)cc1 across the screens: 14, 0.17, 101, -0.95, -26, 1, -1.0, 0.0, 1
# Cc1cc(N2CCCN(C)CC2)nc2cc(Cl)ccc12 across the screens: 4, -1.3, 113, -3.7*, 0, -4, -1.7, 4.2, 6
# Oc1ccccc1N=Cc1ccc[nH]1 across the screens: -6, 0.23, 103, -0.15, 12, 1, -0.8, -0.5, 4
# COc1ccc(C(NC(=O)C(C)(C)C)NC(=O)C(C)(C)C)cc1 across the screens: 6, -0.099, 97, 0.16, 9, 11, -0.4, -0.7, 11
# COc1cccc(CNC(=O)C2CCCN(c3nn4c(=O)cc(C)nc4s3)C2)c1 (centres undefined) across the screens: 18, -0.67, 100, 0.068, -3, 0, -1.2, 0.0, -1

# Next section.
SMILES,HEK293 NFkB inh,M1 agonist,HER2 expr 66K,M1 antagonist,S1P1 ag pot,5HT1E antag,S1P3 ag,HTR1E agonist,Jurkat viability
CCC(=O)Nc1ccc(C(=O)CSc2nnc(CNc3ccc(Cl)cc3)o2)cc1OC,10,-0.23,73,-0.28,34,2,-1.2,0.2,26
COc1ccc(NC(=O)Nc2cccc(C)n2)cc1,-5,-0.16,89,0.048,-9,1,-0.5,1.1,-1
O=C(CN1C2=NCCN2c2ccccc21)c1ccco1,16,-0.05,115,0.018,-14,0,0.4,-0.3,-4
O=C(NCCCN1CCCC1=O)c1cccnc1,-2,0.51,71,-0.25,-1,-5,-0.2,0.2,-7
Cn1c(=O)c(C(=O)CN2CCCc3ccccc32)c(N)n(Cc2ccccc2)c1=O,11,-0.22,63,0.073,6,-6,0.1,0.0,6
COc1ccc(CCNC(=O)c2nnc(Cc3c(F)cccc3Cl)o2)cc1OC,18,0.17,117,0.19,-8,-4,-0.6,0.4,6
Cc1nc(SCN2C(=O)c3ccccc3C2=O)n[nH]1,19,.,100,.,3,17,-2.1,-0.1,-3
COc1ccc(C2NC(=O)c3n[nH]c(C)c32)c(OC)c1 (centres undefined),10,1.3,83,-0.36,-31,-2,-0.2,0.8,1
CCN1CCN(Cc2c(O)ccc3c(=O)c(-c4ccc(OC)c(OC)c4)c(C)oc23)CC1,19,-0.26,105,1.5,0,-5,-1.2,0.0,-4
CCOC(=O)C(Sc1ncn[nH]1)c1ccccc1 (centres undefined),13,-1.4,113,0.084,-16,-2,0.4,-0.5,-1
CCOC(=O)N1CCC(Nc2c(OCC)c(=O)c2=O)CC1,3,-0.0059,109,-0.17,8,2,-0.5,0.1,-2
CCc1cccc(CC)c1N(COC)C(=O)Cn1c(CO)nc2ccccc21,4,0.81,86,0.01,10,7,-1.6,-1.1,4
FC(F)(F)c1cc(-c2ccc3c(c2)OCO3)nc(NCc2ccco2)n1,5,2,80,-0.026,.,14,.,-0.7,.
CN(C(=O)c1ccc(S(=O)(=O)NC2CCCC2)cc1)C1CCCCC1,18,-0.17,75,-0.0092,.,-7,.,-2.1,.
Cc1sc2ncnc(SCC#N)c2c1C,18,1.3,85,-0.43,-9,13,0.1,0.7,2
O=C(O)C1CCC(=O)N1C1CCCC1 (centres undefined),3,5*,130,0.75,-12,11,-0.4,-0.5,5
FC(F)(F)c1cccc(Nc2ncnc3ccccc23)c1,14,0.041,106,0.38,.,0,.,0.9,.
Cc1sc2nc(SCc3nc4ccccc4[nH]3)n(Cc3ccco3)c(=O)c2c1C,5,0.17,67,-0.45,.,12,-0.2,1.1,6
COc1ccc(C(=O)Cn2nnc(-c3ccccc3F)n2)cc1,22,0.13,89,0.031,12,-1,-1.4,-0.5,2
O=C(c1cccs1)N1CCN(C/C=C/c2ccccc2)CC1,-1,-1,119,-0.58,10,-7,-0.8,-0.4,3
CCS(=O)(=O)N1CCN(c2cccc(C)c2C)CC1,2,-0.044,110,0.23,-14,-12,0.5,0.2,-2
Cn1c(=O)c(C(=O)Nc2cnccn2)c(O)c2ccccc21,3,-0.00086,57,0.41,-2,2,-1.6,-0.7,-3
CCCc1nnc(NC(=O)CSc2ncn[nH]2)s1,5,-0.14,95,-0.62,-18,-4,-0.4,0.4,7
COc1ccc(C2C(C(=O)Nc3ccc(F)cc3)=C(C)Nc3nc(CCCO)nn32)cc1 (centres undefined),16,-1.4,68,0.72,1,4,-0.3,0.0,-2
Cn1nnnc1SCC(=O)Nc1nc(-c2ccccc2)c(-c2ccccc2)o1,2,0.086,81,0.66,-5,3,0.5,0.4,-2
O=C1CN(C(=O)CSc2nnnn2-c2ccc(Cl)cc2)c2ccccc2N1,8,-0.54,93,-0.059,6,7,-0.3,0.2,13
COc1ccc(C2C(C#N)=C(N)Oc3cc4c(cc32)OCO4)cc1 (centres undefined),29,-0.39,66,0.044,6,-6,-0.1,-0.9,-9
